Screening results: PubChem, several laboratories
Insulin prom up: MIN6 insulin promoter up-regulation. z-score at 5 µM. MIN6 insulin promoter-GFP reporter, high-content imaging; hits give high values. actives 0.3% (n = 190,000);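 active means z-score above 3 at 5 µM with at least 500 cells counted in the well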
Dynein transport: dynein cargo transport inhibition. 3617.4 mouse cells, GR-EGFP nuclear translocation imaging; test concentration mostly 20 µM; stimulated with dexamethasone, 1 µM; hits give low values. z-score, hits read low. actives 0.47% (n = 220,000);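 active means plate z-score of nuclear minus cytoplasmic receptor signal below a set negative limit, without overly bright fluorescence or cell loss, cut at about -3.5 in these data, passing the limit was not always enough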;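 further: z-score of nuclear minus cytoplasmic ring GR-EGFP intensity difference per well; some compounds called inactive have numbers as strong as hits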
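Buffer or medium: tet-free medium with charcoal-stripped serum / Also added: dexamethasone agonist, 1.0 µM final, for 30 min / Timing: induction 48 h, compound 1 h, agonist 30 min / Measured by: high-content fluorescence imaging after fixation / Read-out: nuclear-to-cytoplasmic GR-EGFP distribution per well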
bCat nuc transl: alters nuclear translocation of beta-catenin in HeLa cells; AID 1665; immunofluorescence imaging; actives 0.3% (n = 190,000); nuclear translocation activity, % at 5 µM;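 active means nuclear translocation activity above 50% at 5 µM, with a well cell count of 50 or more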;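 further: per-cell ratio of nuclear to cytoplasmic median beta-catenin stain intensity; plate controls were DMSO negative control for no effect and GSK-3 inhibitor IX positive control for full effect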
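Technique: fluorescence imaging of beta-catenin antibody stain plus DAPI / Material: human HeLa cell line / Incubation: compound treatment 24 h, 37°C, 5% CO2 / Read-out basis: % activation of per-cell nuclear versus cytoplasmic median beta-catenin signal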
MT stabilizer: microtubule stabilization, imaging screen | % tubulin-high responders, % at 10 µM | AID 2205 | actives 0.83% (n = 200,000) | HeLa tubulin immunostaining HCS, 24 h; share of cells brighter than vehicle mean+2SD;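 active means plate Z-score above 3 for both tubulin-high and condensed-nucleus cell shares, with cell loss under 80%, at 10 µM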;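 further: anti alpha tubulin signal scored within the nucleus-defined area of each cell; some results filed as inactive read as strong as hits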
M17LAP inhibition: P. falciparum M17LAP inhibitors, primary screen, biochemical, fluorogenic H-Leu-NHMec substrate, 1536-well (AID 1619); recombinant M17LAP, H-Leu-NHMec fluorogenic kinetic assay; higher % means a stronger effect; one-dose inhibition, % at 30 µM; IC50 in µM for titrated hits; actives 0.38% (n = 220,000);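 active means compound inhibiting the enzyme by more than half at any dose during confirmatory dose-response retesting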;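 further: plate controls were full reaction with DMSO carrier for no effect and no enzyme background for full effect; strong numbers were not always called active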
P. falciparum M1AAP: P. falciparum M1AAP inhibitors, biochemical, fluorogenic H-Leu-NHMec substrate, 1536-well (AID 1445); recombinant M1AAP, H-Leu-NHMec fluorogenic kinetic assay; higher % means a stronger effect; one-dose inhibition, % at 30 µM; IC50 in µM for titrated hits; actives 0.42% (n = 220,000);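 active means primary inhibition above the hit cutoff, then over 50% inhibition at one or more dose response concentrations, cut at about 23% in these data, passing the limit was not always enough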;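 further: plate controls were DMSO full reaction for no effect and no enzyme background for full effect; strong numbers were not always called active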
K1F lysis inhibition: inhibition of K1F phage lysis, E. coli UTI89, bacterial capsule biogenesis inhibitors, alamar blue (AID 488966); E. coli UTI89 K1F phage lysis, alamar blue, 2 h; higher % means a stronger effect; one-dose inhibition, % at 100 µM; IC50 in µM for titrated hits; actives 0.02% (n = 340,000);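 active means phage lysis inhibition, versus mean bacterial control, above a set limit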;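 further: capsule biogenesis inhibitors block K1F phage lysis so surviving cells raise fluorescence; higher fluorescence means more inhibition of phage lysis; actives were called in the ten point dose series up to 300 µM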
Autophagy HCS: modulators of autophagy; MEF GFP-LC3 puncta imaging; test concentration mostly 10 µM; calls only at 10 µM (by protocol); actives 0.98% (n = 190,000); AID 463193;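 active means percentage of spot-positive cells more than 3 SD above its plate mean, without a fluorescence outlier flag or 80% toxicity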;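 further: spot-positive cell cutoff set from DMSO-treated cells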
ER stress rescue: rescue of cells from ER stress-induced death, primary screen, 384-well, CSM14.1, thapsigargin, ATP luminescence (AID 1222) | CSM14.1 thapsigargin-induced death rescue, ATP luminescence; higher % means a stronger effect | cellular ATP content (survival), % at 20 µM; hits with a dose series show EC50 in µM | 190,000 tested, under 10 active;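 active means EC50 below 50 µM in the dose-response confirmation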;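 further: death triggered by thapsigargin at about 15 µM added after 2 h compound pretreatment; cell ATP read after overnight thapsigargin exposure of roughly 18 to 22 hours; normalized against plate controls of thapsigargin alone and 5% DMSO vehicle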
Dynein transport cytoplasmic EGFP: second read-out of Dynein transport, no call of its own (marks repeat the call); z-score; measured here: cytoplasmic GR-EGFP intensity; hits give high values
Dynein transport nuclear GR-EGFP: recorded beside Dynein transport, whose call it bears; z-score; measured here: nuclear GR-EGFP intensity;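 lower value marks the stronger effect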
Dynein transport cell count: further read-out of Dynein transport, marked with its call; z-score; measured here: cell count per field
Insulin prom up cell count: recorded beside Insulin prom up, whose call it bears; cell count; measured here: cytotoxicity, nuclei count;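 total cells summed across four imaged fields per well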
bCat nuc transl cell count 5 µM: further read-out of bCat nuc transl, marked with its call; cell count; measured here: cell count, cytotoxicity flag
MT stabilizer Hoechst-high %: further read-out of MT stabilizer, marked with its call; % Hoechst-high responders; measured here: nuclear condensation Hoechst responders;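 share of cells brighter than vehicle mean plus two SD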
MT stabilizer cytotoxicity %: further read-out of MT stabilizer, marked with its call; toxicity, %; measured here: cytotoxicity by cell density;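 0% = mean cell density of plate MIN control wells and 100% = no cells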
Autophagy HCS cell loss 18 h: second read-out of Autophagy HCS, no call of its own (marks repeat the call); toxicity, %; measured here: cell loss, nuclei count;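 cell loss after 18 h compound exposure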
* = called active by the depositor; i = inactive; . = no result given; + = active, no number; [ ] = remark or other dose. Not a hit list. Share with any hit: about 2.9%.

Every second line gives: M17LAP inhibition, bCat nuc transl, MT stabilizer, K1F lysis inhibition, Dynein transport nuclear GR-EGFP, Dynein transport cell count, MT stabilizer Hoechst-high %, Dynein transport, Dynein transport cytoplasmic EGFP, bCat nuc transl cell count 5 µM, MT stabilizer cytotoxicity %, P. falciparum M1AAP, Autophagy HCS cell loss 18 h, ER stress rescue, Insulin prom up, Autophagy HCS, Insulin prom up cell count
COc1ccc(/C=C2/SC(=O)N(CC(=O)NCCC(C)C)C2=O)cc1OC
→ -9%, 0.1, 3.0, 4.4%, 0.1, -1.1, 3.4, 0.18, -0.15, 1108, 3.3, 8%, -6, 1.2%, 0.14, i, 1223
CCc1ccc(C2c3[nH]c4ccccc4c3CCN2C(=O)CN2CCN(CC)CC2)cc1 (stereo unspecified)
→ 0%, 1.2, 2.6, -0.4%, 1.3, -1.4, 3.2, 2.1, 0.17, 852, 5.3, 2%, 23, -3.1%, 0.3, i, 1246
CSc1nc2ccc(NC(=O)c3ccco3)cc2s1
→ 1%, 0.1, 3.3, -0.7%, -0.28, 1, 1.4, -0.75, 0.2, 1119, 6.5, 0%, 3, -2.9%, 0.18, i, 1465
CN(C)c1ccc(-c2nnn(CC(=O)Nc3ccccc3N3CCOCC3)n2)cc1
→ 6%, -4.7, 3.7, 0.4%, -0.57, -0.059, 4.0, -1.4, -0.13, 923, 2.0, 3%, 14, -1.5%, 1.8, i, 1211
CCOc1ccc2c(c1)n(CO)c(=S)n2CO
→ 1%, 2.9, 2.8, -1.7%, 0.36, 0.16, 3.1, 0.41, -0.16, 855, 12, 6%, -5, ., 0.3, i, 1021
C=CCn1c(=NC(=O)c2cccs2)sc2cccc(OC)c21
→ 2%, -0.1, ., 0.3%, 0.92, -0.56, ., 0.7, -0.29, 1300, ., 0%, ., ., -0.92, ., 935
CCOC(=O)CNC(=O)CSc1ncnc2c1cnn2Cc1ccccc1
→ -1%, -0.9, 1.3, 2.6%, -0.48, -0.011, 1.3, -1.4, -0.12, 1058, 3.2, 0%, -5, -1.9%, 0.49, i, 1665
COCCNC(C(=O)Nc1cc(Cl)cc(Cl)c1)c1ccccc1 (stereo unspecified)
→ -1%, -5.0, 1.3, 4.7%, 0.6, 0.73, 1.0, 0.65, -0.23, 1129, 5.7, 2%, 2, -4.1%, -0.05, i, 1003
O=C(O)c1ncn(Cc2ccccc2)c1C(=O)O
→ -79%, 0.1, 4.3, i, 0.27, 0.69, 2.9, 0.036, -0.32, 1111, 2.8, -6%, 13, 0.1%, -1, i, 1145
CC1(C)CC(CC(=O)NC(=S)Nc2ccc([N+](=O)[O-])cc2)C(=O)O1 (stereo unspecified)
→ 5%, -3.4, 4.1, 1.9%, 0.25, -0.41, 1.5, -0.11, -0.2, 1222, 2.3, 6%, -6, -0.9%, -0.17, i, 1567
Cc1cccn2c(CN(C)CCC3CCCCO3)c(C(=O)N3CCCCC3)nc12 (stereo unspecified)
→ -2%, 0.7, 4.4, 0.0%, 0.59, -1.1, 2.5, 0.88, -0.15, 875, 2.8, 2%, 11, 0.0%, -0.04, i, 1372
O=C(CN1C(=O)c2cccc3cccc1c23)N1CCN(Cc2ccc3c(c2)OCO3)CC1
→ 11%, 2.4, 3.1, 0.0%, -0.13, -0.26, 1.5, -0.26, -0.16, 442, 2.6, 5%, 6, -1.2%, -0.26, i, 1288
Cc1ccc(-c2nnc(CSc3nc(C(C)C)nc4sc(C)c(C)c34)o2)cc1
→ -3%, 1.1, 1.8, 0.0%, -0.1, 0.56, 1.5, -0.042, -0.27, 904, 4.3, 2%, -8, 3.0%, 0.76, i, 1090
COc1ccc(CCNC(=O)CSc2ccccc2)cc1OC
→ -10%, 1.6, 2.8, 3.9%, 0.18, 0.035, 1.9, 0.28, -0.26, 473, 1.6, -1%, 6, 0.8%, 0.04, i, 1352
Cc1cccc(OCCCc2c(C)n[nH]c2C)c1
→ 0%, 1.9, 3.5, 0.9%, 1.5, -0.64, 2.3, 1.1, 0.047, 1184, 6.1, 9%, 11, 0.9%, 0.18, i, 965
CC(C)c1ccccc1NC(=O)Nc1ccc(F)cc1F
→ 2%, 0.1, ., -0.2%, -0.14, 0.68, ., -0.13, -0.26, 1285, ., 4%, ., ., -0.44, ., 1123
Cc1ccccc1N(C(=O)c1csnn1)C(C(=O)NC(C)(C)C)c1cccs1 (stereo unspecified)
→ 3%, 0.2, 3.0, -4.0%, 0.69, -0.64, 2.0, 0.97, -0.12, 1547, 4.6, -2%, 26, 1.1%, 0.18, i, 1730
O=C(Nc1ccc(NC(=O)C2CCCCC2)nc1)c1ccccn1
→ 18%, 3.5, 1.7, 0.1%, -0.12, 0.14, 1.5, -0.41, -0.29, 1395, 8.7, 5%, -12, -0.5%, -0.17, i, 1413
CCCCOc1ccc(/C=N/NC(=S)Nc2cccc(C)c2C)cc1
→ -13%, -1.1, 2.3, -0.2%, 2, -1.9, 1.9, 2.3, -0.022, 1222, 5.9, 0%, -1, 0.6%, -0.55, i, 984
O=C1Cc2ccccc2C(c2ccc(Cl)cc2Cl)N1 (stereo unspecified)
→ 30%, 0.9, ., 0.6%[50 µM], -0.51, 0.12, ., -0.59, -0.78, 1324, ., 0%, ., ., -0.77, ., 1020
COc1ccc(NC(=O)/C=C/c2ccc(C)o2)cc1S(=O)(=O)N1CCOCC1
→ 8%, -1.4, 1.7, 1.1%, -0.74, 0.78, 2.9, -1.2, -0.15, 1025, 3.3, 10%, -4, 3.3%, 0.24, i, 1318
Cn1c(=O)cc(SCC(=O)N2CCN(C(=O)c3ccco3)CC2)c2ccccc21
→ 2%, ., 6.6, 0.1%, 0.6, -0.42, 2.0, 0.15, -0.11, ., 5.6, 2%, -6, -2.9%, 0.48, i, 1206
CC/C(=N/Nc1ccccc1)c1cnnc(-c2ccccc2)n1
→ 5%, 1.7, 4.7, 0.4%, 0.057, -0.099, 3.1, 0.3, -0.16, 1155, 0.6, 4%, 23*, -2.0%, 0.53, +, 1168
CCOC(=O)C1=NN(c2ccc(OC)cc2)C(c2ccccc2)CC1=O (stereo unspecified)
→ 10%, 3.9, 3.6, 3.0%, 0.079, 0.85, 1.2, 0.18, -0.26, 476, 4.5, 5%, -12, 0.5%, ., i, .
COc1ccc(C2=NO[C@@H]3C(=O)N(c4cccc(C)c4C)C(=O)[C@H]23)cc1OC
→ 2%, -1.0, 2.1, 0.6%, -0.096, 0.51, 2.5, -0.6, -0.19, 1058, 7.3, 5%, -1, -0.8%, -0.43, i, 1326
COc1ccccc1/C=C/[C@@H]1C[C@H]2CN(Cc3cccc(Cl)c3)C(=O)[C@]23CCCN13
→ 29%, 0.3, 1.5, 0.7%, -0.33, 1.3, 2.0, -1.1, -0.14, 1535, 10.0, 2%, 2, 7.1%, ., i, .
CC(=O)Nc1ccccc1-c1nc2ccc(C(=O)N3CCN(c4ccccc4)CC3)cc2[nH]c1=O
→ 11%, -1.0, 3.4, 0.2%, -0.11, 0.095, 3.0, -0.61, -0.19, 997, 12, 28%*, ., ., 0.83, ., 1468
COc1ccc(CC(=O)N2CCN=C2SCc2ccc([N+](=O)[O-])cc2)cc1
→ 3%, 1.2, 5.0, 0.0%, -1.1, 0.95, 1.5, -2.1, -0.15, 1066, 9.0, 5%, 4, ., -0.33, i, 1222
O=C(CSc1nnc(Cc2ccccc2)n1-c1cccc(Cl)c1)N1CCOCC1
→ -4%, 1.1, 2.2, -0.6%, 0.52, -1.1, 2.0, 0.6, -0.085, 968, 7.7, -3%, -3, -2.2%, -0.64, i, 1101
CCc1c(O)nc2ccccn2c1=O
→ 16%, -1.0, 4.1, 2.1%, -0.057, -0.19, 2.3, -0.36, -0.25, 901, 7.3, 7%, 5, -0.9%, -0.36, i, 1317
CCOC(=O)C1=C(C)NC2=C(C(=O)CC(C)(C)C2)C1c1ccc(O)c(OCC)c1 (stereo unspecified)
→ 5%, -1.8, ., -0.2%, 0.3, 0.14, ., 0.58, -0.22, 1394, ., 3%, ., ., -0.79, ., 1075
CCOc1ccc(NC(=O)CCCN2C(=S)NC(C)(C)CC2C)cc1 (stereo unspecified)
→ 28%, 2.3, 3.0, 0.3%, 0.52, -0.15, 2.0, 0.33, -0.11, 961, 6.4, 0%, -10, -2.3%, -0.46, i, 1296
O=c1c(Cc2ccc(Cl)cc2)c(O)ccn1Cc1cccc(Cl)c1
→ -3%, -0.8, 1.2, 0.0%, -0.15, -0.28, 1.8, 0.42, 0.046, 1044, 8.7, 2%, -4, 0.5%, -1.2, i, 1770
COc1ccc(N(CC(=O)Nc2ccc3c(c2)OCCO3)S(C)(=O)=O)c(OC)c1
→ 16%, ., 6.0, -0.6%, -0.27, 0.64, 2.1, -0.88, -0.17, ., 7.2, 13%, -4, -0.3%, ., i, .
O=C(CCc1ccccc1)Nc1ccc(S(=O)(=O)N2CCCC2)cc1
→ -4%, -1.1, 2.7, -0.2%, 0.49, 0.089, 1.2, 0.67, -0.26, 1097, 7.5, 10%, 22, 0.3%, ., i, .
Cc1cc(C)n(-c2ccc(C(=O)NC3=NCCS3)cc2)n1
→ 14%, -2.2, 2.1, 0.4%, -0.22, 0.87, 2.1, -0.62, -0.21, 1301, 9.0, 17%, 1, -0.4%, ., i, .
COC(=O)c1ccccc1OCCCCN1CC(C)OC(C)C1 (stereo unspecified)
→ 18%, 0.9, 2.9, 4.1%, 0.7, 0.14, 2.1, 1.1, -0.23, 521, 4.0, 0%, 5, 0.6%, -0.17, i, 1209
